TRAIL sens C8 – caspase-8 TRAIL sensitization | inhibition (viability loss, TRAIL sensitization), % at 10 µM | hit rate 1% among 360,000 | NB7+C8 cells + TRAIL, ATPlite viability luminescence;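 active = compounds causing at least 50% loss of cell viability in the single-dose screen, relative to plate controls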
CF NFkB inh – blocks PAF-induced NF-kB reporter in cystic fibrosis cells; KKLEB NF-kB-GFP reporter, GFP fluorescence overnight; inhibition, % at 5 µM; hit rate 0.86% among 360,000; AID 588850;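 active = at least 50% inhibition at 5 µM, scaled per plate between neutral and stimulator controls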;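 also: PAF is a Pseudomonas aeruginosa culture filtrate used as stimulus; plate controls were PAF-stimulated DMSO wells for no effect and unstimulated DMSO wells for full effect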
KKLEB cytotox – counter-screen for CF NF-kB inhibitors: cytotoxicity. KKLEB CF airway cells viability, ATPlite luminescence, overnight; active compounds read low; cells stimulated with P. aeruginosa culture filtrate. activity change (cytotoxicity), % at 5 µM. hit rate 0.36% among 360,000. AID 602141;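 active = corrected activity change at or below -50% at 5 µM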
NR2E3 ag-1 – activates human NR2E3 receptor; inhibition of corepressor binding, % at 3.98 µM; Q9Y5X4; CHO-S Gal4-NCOR/VP16-NR2E3 two-hybrid, luciferase; AID 602229; hit rate 0.35% among 360,000;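 active = inhibition above the mean of all tested compounds plus 3 SD, cut at about 70% in these data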;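 also: 0% = DMSO with NR2E3 transfected cells and 100% = cells lacking NR2E3 construct; higher means lower luciferase signal from less NR2E3 corepressor binding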
Target sequence (Q9Y5X4 whole entry, looked up, the tested form may be a part): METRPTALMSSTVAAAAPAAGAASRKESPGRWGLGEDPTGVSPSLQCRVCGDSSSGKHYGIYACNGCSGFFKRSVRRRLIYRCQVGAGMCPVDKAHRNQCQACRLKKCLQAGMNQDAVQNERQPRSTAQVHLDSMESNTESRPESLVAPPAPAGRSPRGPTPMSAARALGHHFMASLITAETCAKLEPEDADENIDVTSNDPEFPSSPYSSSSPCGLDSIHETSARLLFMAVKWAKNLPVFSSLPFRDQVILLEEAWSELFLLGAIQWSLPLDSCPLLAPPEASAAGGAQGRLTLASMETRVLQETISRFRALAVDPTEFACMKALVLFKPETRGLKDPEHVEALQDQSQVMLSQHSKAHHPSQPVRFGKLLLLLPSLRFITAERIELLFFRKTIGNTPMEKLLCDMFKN
Peg3 prom inh – reduces Peg3 promoter-driven luciferase expression in HeLa; inhibition, % at 20 µM; HeLa PEG-Prom luciferase reporter, luminescence, overnight; hit rate 1.7% among 360,000; AID 588405;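 active = inhibition of at least 50% at 20 µM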
HIF-2a inh – blocks HIF-2a reporter activity | inhibition, % at 18.8 µM | 786-0 RCC cells HIF-2a reporter, luciferase luminescence, overnight | hit rate 0.72% among 360,000 | AID 624352;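 active = inhibition of the luminescence signal of 40% or more relative to plate controls, in a single-dose primary screen at 18.75 µM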
NR2E3 ag-2 – agonists of human nuclear receptor NR2E3 | inhibition of corepressor binding, % at 4.78 µM | GST-NR2E3/biotin-RetCOR TR-FRET, 1536-well | hit rate 0.12% among 320,000 | AID 2300 | Q9Y5X4;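 active = percent inhibition above the cutoff of mean plus 3 SD of all tested compounds, set per screening campaign, cut at about 20% in these data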;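 also: 0% = DMSO wells and 100% = biotin wells as full block of FRET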
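System: GST-tagged NR2E3 plus biotinylated RetCOR corepressor; Buffer or medium: pH 7.5 Tris-based buffer; Probe or stimulus: RetCOR corepressor, biotinylated, 7 nM; Doses: compound at 4.8 µM, single dose; Schedule: 5 h incubation at 4 °C; Technique: time-resolved FRET; Evaluation: percent inhibition of TR-FRET ratio; Replication: one well per compound, singlicate testing.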
TRPM1 prom inh – reduces MITF-dependent TRPM1 promoter luciferase signal; SK-MEL-5 TRPM1 promoter luciferase, 24 h; inhibition, % at 12.5 µM; hit rate 0.83% among 330,000; AID 488899;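 active = mean inhibition across replicates of 60% or more, whatever share of single replicates reaches that level; inconclusive = some that reach 60%, reason not given; inactive = mean inhibition across replicates below 60%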; also: values of inactives mirror those of a sister screen read the other way
Shn3 inh set2 – reduces Shn3 3'UTR luciferase signal in osteoblasts; Clone20 osteoblast Shn3 3'UTR firefly luciferase, 24 h; inhibition, % at 12.5 µM; hit rate 0.52% among 360,000;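 active = mean inhibition of at least 75% with every replicate also reaching 75%; inconclusive = mean inhibition at least 75% but some replicate below; inactive = mean inhibition below 75%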;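 also: 0% = median of neutral control wells and 100% = pilot-screen positive control compound; some compounds past the cut are filed as inactive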
iPSC survival up – hiPSC single-cell survival enhancement | ATPlite luminescence; 100% = ROCK inhibitor wells, 0% = DMSO | AID 602274 | hit rate 0.044% among 360,000 | survival enhancement, % at 20 µM; in the data active = survival enhancement above about 18%;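 also: cells exposed to compounds for 16 hours before the ATP read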
LMP1 NFkB inh – inhibitors of Epstein-Barr LMP1-induced NF-kappaB reporter; inhibition, % at 12.5 µM; AID 504558; hit rate 0.69% among 350,000; LMP1-induced NF-kappaB luciferase reporter cells, luminescence; in the data active = inhibition above about 41%; inconclusive = no clear call, values can overlap the other calls;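 also: 0% = neutral control wells and 100% = reference inhibitor control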
* hit, by the source's call; ? = inconclusive; / = not tested or not shown.

SMILES | TRAIL sens C8 | CF NFkB inh | KKLEB cytotox | NR2E3 ag-1 | Peg3 prom inh | HIF-2a inh | NR2E3 ag-2 | TRPM1 prom inh | Shn3 inh set2 | iPSC survival up | LMP1 NFkB inh
CC(=O)N1CC2(C)CN(C(C)=O)CC(C)(C1)C2O (configuration not stated) | -9 | -4 | -2 | 4 | 0 | -2 | 2 | 3 | 2 | 0.7 | 0
Cc1ccc(S(=O)(=O)N2CCC(C(=O)Nc3ccccc3N3CCCC3)CC2)cc1C | 15 | -12 | 8 | 7 | 24 | -5 | -1 | 6 | 25 | -0.5 | -25
Clc1nc(Cl)nc(NCCC2=CCCCC2)n1 | 27 | -24 | 25 | -55 | 9 | 13 | -6 | 2 | 13 | 0.2 | -4
Cc1cc([N+](=O)[O-])nn1CC(=O)N/N=C/c1ccc(O)cc1O | 13 | 2 | 7 | 15 | 32 | 13 | -6 | 13 | 80 | -0.1 | 12
CCOC(=O)c1ccc(CC(=O)c2oc3cc(O)ccc3c2C)o1 | -4 | -9 | 16 | -21 | -22 | -4 | 1 | 5 | -1 | 0.1 | -2
O=C(Nn1c(-c2ccccc2)nc2ccccc2c1=O)c1ccco1 | -1 | -3 | -2 | -7 | -4 | 18 | 1 | -1 | -13 | -1.8 | -4
CCOc1ccc(NC(=O)Cn2nnc(C(=O)NCCc3ccc(OC)c(OC)c3)c2N)cc1 | -3 | 2 | -9 | -9 | 8 | 23 | 3 | 2 | 3 | -2.2 | -6
C[N+](C)(C)CCN1C(=O)CSC1=O | 2 | 2 | 1 | 4 | 19 | 13 | 0 | -6 | 14 | -0.5 | 4
O=C1NCCN(Cc2cccc(Oc3ccccc3)c2)C1CC(=O)N1CCCCC1 (configuration not stated) | 34 | -21 | -2 | -7 | 4 | 8 | 0 | 9 | 11 | -0.5 | -19
CCCNC(=O)CSc1nc(COc2ccccc2)nc2ccccc12 | 4 | 16 | -1 | -4 | 8 | 9 | -2 | 0 | -15 | -0.5 | -1
Cc1nnc(NC(=O)C2CCN(S(=O)(=O)c3cc([N+](=O)[O-])ccc3Cl)CC2)o1 | -1 | 2 | 17 | 1 | -1 | 4 | 3 | 11 | 16 | -0.2 | -6
COc1cc(C(=O)OCC(=O)NC(=O)NCc2ccccc2)ccc1OC(F)F | -13 | 12 | 0 | -20 | 6 | 0 | 2 | / | 7 | 0.6 | 3
Cc1noc(/C=C/c2cccnc2)c1[N+](=O)[O-] | 14 | -15 | 10 | -10 | 39 | 48* | 1 | -3 | 2 | 3.0 | 4
CCNc1nc(NC(C)(C)C)nc(N2CCCCC2)n1 | 37 | 19 | -11 | 17 | 36 | 8 | 0 | -2 | 13 | -1.3 | 0
CN1CCOC1c1ccc(C2OCCN2C)cc1 (configuration not stated) | -10 | -22 | -3 | -3 | -6 | 13 | / | 17 | -4 | -1.0 | 10
COc1ccc(/C=N/NC(=O)c2cc(Br)ccc2O)cc1Cn1cc(Cl)cn1 | -16 | -3 | 3 | -3 | 1 | 6 | 1 | -10 | -6 | 0.4 | -1
CCOC(=O)[C@H]1[C@H]2COc3ccccc3[C@@H]2N2C(=O)c3cc(F)c(F)cc3NC(=O)[C@@]12C | 13 | -13 | -5 | -27 | 17 | 8 | -3 | -6 | -21 | 0.2 | 7
COc1cccc(C(=O)Nc2cccc(C(C)=O)c2)c1 | 5 | -12 | 16 | -30 | -168 | -173 | -1 | -49 | -22 | 0.6 | -6
CCOc1cc(Br)c(C(=O)O)cc1OCC | 2 | -6 | -2 | 29 | 7 | 24 | 2 | 6 | 12 | 2.1 | 8
Cc1ccc(NC(=O)CSc2nccn2C)cc1S(=O)(=O)N1CCOCC1 | -4 | 4 | -1 | -9 | 3 | 17 | -1 | -10 | 5 | -1.4 | 6
COc1cccc(C(=O)Nc2cccc3ccccc23)c1OC | -7 | -12 | -6 | -31 | -83 | -86 | -1 | -21 | -26 | 0.7 | -8
CC(C)Cn1c(=O)c2c(nc3n2CCS3)n(C)c1=O | -5 | -22 | 16 | -8 | 9 | 11 | 3 | 7 | 28 | 0.0 | 2
CC(C)Cc1cc(C(=O)NCc2cccs2)no1 | 3 | 3 | -2 | -109 | -308 | -248 | 3 | -42 | -113 | 3.8 | ?
Cc1ccc(C(=O)c2coc3cc([N+](=O)[O-])c(O)c([N+](=O)[O-])c23)cc1 | 10 | 5 | 14 | -44 | 17 | -24 | -1 | 14 | 2 | -0.7 | 15
COc1ccccc1C(=O)N(Cc1ccc(C)o1)C1CCS(=O)(=O)C1 (configuration not stated) | -3 | -12 | 18 | -12 | 22 | 19 | -2 | 1 | 8 | 0.3 | -12
CC1(C(=O)NS(=O)(=O)Cc2ccccc2C(F)(F)F)CCN1C(=O)C/C=C/c1ccccc1 (configuration not stated) | 7 | 1 | -16 | -15 | 6 | 4 | / | / | 8 | 0.3 | /
Cc1ccc(-n2cc(CN3CCC(O)(c4ccccn4)CC3)c(-c3ccc(F)cc3)n2)cc1 | 24 | 29 | -17 | -3 | -14 | -12 | 1 | -10 | 12 | -3.9 | 5
Cc1cc(C(F)F)n2nc(C(=O)Nc3cccnc3Cl)nc2n1 | 11 | -5 | 5 | 9 | 8 | -2 | 4 | 4 | 12 | -0.9 | -2
COc1ccc(OC)c(NC(=O)Cc2c(C(=O)O)n(C)c3ccccc23)c1 | -2 | -8 | -3 | 6 | 13 | 7 | 1 | 11 | 8 | 0.1 | -3
CO/N=C/NC(=O)Cc1cn(-c2ncc(C(F)(F)F)cc2Cl)c2ccccc12 | 4 | 0 | 2 | 2 | 31 | 27 | -2 | 8 | 25 | 0.2 | 8
O=[N+]([O-])c1ccc(N2CCOCC2)cc1NC(c1ccccc1)c1ccccc1 | -4 | 6 | 0 | 9 | 32 | 21 | -2 | -2 | 30 | 0.5 | -3
O=C(CN1CCCC1)Nc1nc(-c2ccc(Cl)cc2)cs1 | 1 | -1 | -10 | 8 | -94 | -157 | / | / | 3 | 1.4 | /
COc1ccc(NC(=O)CCn2cccc2)cc1 | -8 | -7 | -2 | 15 | -13 | 7 | -1 | 6 | -4 | -2.0 | -5
CCN(CC)c1ccc(/C=N/n2nnnc2N)c(O)c1 | 18 | 8 | -4 | -17 | -111 | -137 | 2 | -19 | -32 | -2.1 | 2
CCC(=O)N/C(N)=N/c1nc2ccccc2o1 | 37 | -14 | 16 | -125 | -294 | -316 | 0 | -94 | -100 | -0.9 | -14
O=C(NNS(=O)(=O)c1ccccc1)c1ccc(S(=O)(=O)N2CCCCC2)cc1 | -6 | -9 | 21 | -11 | 18 | 19 | 0 | 9 | -2 | -0.1 | 1
Cn1c(CCN2CCCCCC2)nc2cc(NC(=O)Nc3ccccc3)ccc21 | 5 | -4 | 14 | -90 | -203 | -193 | 3 | -48 | -18 | -3.6 | -15
CCCc1cc(C(=O)N2CCCC(Cc3ccccc3C)(C(=O)OCC)C2)no1 (configuration not stated) | -4 | 6 | -4 | -14 | -10 | -14 | -1 | 10 | 15 | 0.1 | -5
Cc1ccc(Nc2ccc(C(=O)NCCc3ccccc3)cn2)cc1 | 5 | 23 | -25 | -46 | -32 | -50 | 0 | -20 | -1 | -0.8 | 8
Cc1ccc(Cn2ncn(-c3ccccc3)c2=O)cc1 | -1 | -14 | -6 | -12 | -60 | -133 | 5 | -37 | -11 | 4.9 | -6
Cc1ccc(NS(=O)(=O)c2cccc(C(=O)NCC(c3cccs3)N(C)C)c2)cc1 (configuration not stated) | -5 | 4 | -5 | -14 | 47 | 10 | 1 | 13 | 16 | -0.1 | 2
COc1cccc(C2CC(=O)C3=C(C2)Nc2ccccc2N(C(=O)CCC(=O)O)C3c2ccc(F)cc2)c1 (configuration not stated) | 15 | 2 | 3 | -16 | 6 | 14 | 0 | 6 | -10 | 0.5 | -5
Cn1nc(NC(=O)C(C)(C)C)c2c(F)cccc21 | -19 | -12 | 3 | 15 | 3 | 12 | -2 | 6 | -57 | -0.4 | 1
COC(=O)C1Cc2ccccc2CN1S(=O)(=O)c1ccc(F)cc1 (configuration not stated) | -3 | 12 | -4 | 0 | 11 | 29 | 2 | 2 | 1 | -0.7 | 3
Cn1c(-c2sc(=S)n(-c3ccccc3)c2N)nc2ccccc21 | 14 | -3 | 2 | -6 | -42 | -74 | -3 | -3 | -11 | 5.0 | -25
O=C(/C=C/c1ccccc1)NC(=S)Nc1ncccn1 | 8 | -24 | 5 | 6 | -167 | -194 | -1 | -7 | -35 | -0.1 | 5
CCC(C)C(NS(=O)(=O)c1ccc(C)cc1)C(=O)O (configuration not stated) | 5 | 7 | -7 | -29 | -4 | 12 | 2 | 5 | -1 | -2.1 | 2
CN(C(=O)CSc1nnc(-c2ccc3c(c2)OCO3)o1)C1CCS(=O)(=O)C1 (configuration not stated) | -8 | -15 | 2 | 6 | -8 | 2 | -2 | 7 | -5 | -0.3 | -4
CC1Cc2cc(S(=O)(=O)N3CCN(c4cccc(Cl)c4)CC3)ccc2N1C(=O)C1CC1 (configuration not stated) | 16 | 3 | 2 | -19 | 26 | 6 | -2 | 23 | 46 | 0.0 | -1
COc1ccc(CCNC(=O)C2CCC(=O)N2S(=O)(=O)c2ccc(C)cc2)cc1 (configuration not stated) | 1 | 7 | -10 | -3 | 12 | 6 | -2 | 5 | -1 | 0.1 | 13

Further compounds.
SMILES | TRAIL sens C8 | CF NFkB inh | KKLEB cytotox | NR2E3 ag-1 | Peg3 prom inh | HIF-2a inh | NR2E3 ag-2 | TRPM1 prom inh | Shn3 inh set2 | iPSC survival up | LMP1 NFkB inh
COc1ccccc1C(=O)Nc1c(C(=O)N2CCN(C)CC2)oc2ccccc12 | 2 | -6 | -4 | 6 | -1 | -13 | 1 | -14 | 63 | 0.1 | /
CCOc1ccc(NC(=O)CSc2nnc(-c3ccco3)n2N)cc1 | -5 | 0 | 8 | 11 | -9 | -12 | 1 | 11 | -4 | -0.3 | 0
Cc1cc(C)c2c(-n3cccc3)c(NC(=O)OC(C)C)sc2n1 | -5 | 8 | -16 | 0 | 14 | 14 | 1 | 12 | 23 | 1.5 | -3
O=[N+]([O-])c1cccnc1NCc1cccs1 | 5 | 3 | 5 | -12 | -2 | -6 | 4 | -7 | -10 | -1.2 | -5
CC(C)(C)n1nc2c(c1NC(=O)c1ccc(Br)cc1)CS(=O)C2 (configuration not stated) | -1 | -26 | 7 | -10 | 15 | 3 | 3 | 2 | 8 | 0.7 | 5

Some entries already given with just NR2E3 ag-1 and KKLEB cytotox:
mol	NR2E3 ag-1	KKLEB cytotox
CC(C)(C)n1nc2c(c1NC(=O)c1ccc(Br)cc1)CS(=O)C2 (configuration not stated)	-10	7
COc1ccccc1C(=O)Nc1c(C(=O)N2CCN(C)CC2)oc2ccccc12	6	-4

The list is partial, so the mix of outcomes need not match the whole.
